Sm TGR inh – qHTS Assay for the Inhibitors of Schistosoma Mansoni Peroxiredoxins; purified TGR, DTNB reduction, TNB absorbance 405 nm; Potency, µM (doses to about 114 µM), for the others: at the highest dose activity change, negative = inhibition, actives largely listed as inhibitors; AID 485364, 2010; actives 3% (n = 360,000); note: potency is the fitted concentration of half-maximal effect; nearly all actives have a fitted effect of over 60% in size
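TGR 20 nM + NADPH 100 uM (dispensed conc.), cpd preinc 15 min RT; start with NADPH (500 uM addition) then DTNB (15 mM addition). Kinetic TNB absorbance, 405 nm filter. Four-parameter Hill fit across titration.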
AmpC no deterg – qHTS Inhibitors of AmpC Beta-Lactamase (assay without detergent) | P00811 | actives 0.52% (n = 330,000) | Potency, µM (titrated, usually from 57.1 µM), inactives show at the highest dose activity change, negative = inhibition, most hits filed as inhibitors | AmpC nitrocefin hydrolysis, absorbance 480 nm, 0.0001% Triton;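 note: potency is the fitted concentration of half-maximal effect; plate controls were no compound for no effect and no enzyme for full effect; nearly all actives have a fitted effect of over 20% in size; some results filed as inactive show a strong effect at the top dose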
Target sequence (P00811 whole entry, looked up): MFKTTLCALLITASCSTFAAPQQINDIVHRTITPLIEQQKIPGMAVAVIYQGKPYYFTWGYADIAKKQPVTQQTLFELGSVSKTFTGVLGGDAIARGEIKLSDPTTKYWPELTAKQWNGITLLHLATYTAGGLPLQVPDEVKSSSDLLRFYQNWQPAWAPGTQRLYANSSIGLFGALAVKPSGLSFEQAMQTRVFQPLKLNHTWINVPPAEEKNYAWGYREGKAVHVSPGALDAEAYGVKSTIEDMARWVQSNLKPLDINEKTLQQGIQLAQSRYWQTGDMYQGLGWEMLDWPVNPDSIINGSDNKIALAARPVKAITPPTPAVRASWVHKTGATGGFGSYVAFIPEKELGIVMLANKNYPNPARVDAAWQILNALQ
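20 mM phosphate pH 7.0 + 0.01% (detergent screen) or 0.0001% Triton X-100; 5.3 nM AmpC reagent; cpd preinc 15 min RT; nitrocefin (800 uM stock) to start; A480 q20 s × 4 min; Activity was normalised to no-enzyme and no-compound control wells.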
AmpC inh detg – qHTS Inhibitors of AmpC Beta-Lactamase (assay with detergent). P00811. AmpC hydrolysis of nitrocefin, absorbance 480 nm, 0.01% Triton. Potency, µM (top dose mostly 114 µM), for the others: at the highest dose activity change, negative = inhibition, hits mostly inhibitors. actives 0.041% (n = 370,000). AID 485294, 2010;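 note: potency is the fitted concentration of half-maximal effect; 0% = no-compound wells and -100% = no-enzyme wells; nearly all actives have a fitted effect of over 25% in size; some results filed as inactive show a strong effect at the top dose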
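AmpC (5.3 nM in the dispensed reagent) in 20 mM phosphate pH 7.0 with 0.01% (detergent screen) or 0.0001% Triton X-100 was preincubated with compounds for 15 min at room temperature. Nitrocefin was then added from an 800 uM solution, and hydrolysis was followed at 480 nm.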
LmPK inhibitor – qHTS Assay for Inhibitors of Leishmania Mexicana Pyruvate Kinase (LmPK) | actives 0.37% (n = 290,000) | Potency, µM (titrated, usually from 57.5 µM), without a hit: at the highest dose activity change, negative = inhibition, hits mostly inhibitors | Q27686 | purified LmPK, Kinase-Glo ATP luminescence, 1 h; note: potency is the fitted concentration of half-maximal effect
Target sequence (Q27686 whole entry, looked up): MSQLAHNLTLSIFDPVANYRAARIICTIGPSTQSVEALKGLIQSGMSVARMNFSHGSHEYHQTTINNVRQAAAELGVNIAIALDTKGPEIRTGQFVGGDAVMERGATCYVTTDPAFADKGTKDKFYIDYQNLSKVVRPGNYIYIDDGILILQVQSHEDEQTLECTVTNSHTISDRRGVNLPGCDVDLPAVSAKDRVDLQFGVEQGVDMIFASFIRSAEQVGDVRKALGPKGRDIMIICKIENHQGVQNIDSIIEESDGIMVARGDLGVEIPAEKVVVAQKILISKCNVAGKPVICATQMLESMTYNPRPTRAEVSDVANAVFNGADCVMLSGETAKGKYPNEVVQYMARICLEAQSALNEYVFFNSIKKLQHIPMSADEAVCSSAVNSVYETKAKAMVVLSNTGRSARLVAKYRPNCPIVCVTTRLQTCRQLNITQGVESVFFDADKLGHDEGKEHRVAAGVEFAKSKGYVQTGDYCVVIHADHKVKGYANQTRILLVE
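Purified LmPK (0.1 nM) converted ADP (0.1 mM) to ATP with PEP (0.5 mM) in imidazole buffer pH 7.2 with KCl and MgCl2, 1 h at room temperature. ATP was read by Kinase-Glo luminescence; data normalized to uninhibited and no-enzyme controls.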
AMA1-RON2 inh – qHTS for Inhibitors of AMA1-RON; Towards Development of Antimalarial Drug Lead: Primary Screen. Plasmodium falciparum AMA1 (3D7) - RON2 peptide interaction. actives 0.2% (n = 360,000). AlphaScreen AMA1-biotinylated RON2 peptide binding. Potency, µM (titrated, usually from 58.2 µM), without a hit: at the highest dose activity change, negative = inhibition, usual class: inhibitors;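 note: potency is the fitted concentration of half-maximal effect; 0% = vehicle wells and -100% = peptide control; nearly all actives have a fitted effect of over 45% in size; some results filed as inactive show a strong effect at the top dose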
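AMA1 (3D7) with his tag at 25 nM final met compounds first, then biotinylated RON2 peptide at 25 nM; detection used donor plus acceptor beads, 10 µg/mL apiece, read by AlphaScreen after 30 min at room temperature.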
HCMV inh – qHTS Assay for inhibitors of the human cytomegalovirus (HCMV). actives 4.5% (n = 410,000). HFF cells, HCMV-luciferase reporter, 72 h; hits give low values. activity change, negative = inhibition, % at 57.5 µM. AID 1259415, 2018; in the data active = activity change below about -60%; inconclusive = no clear call, values can overlap the other calls; inactive = above about -39%
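Human foreskin fibroblasts infected with luciferase-reporter HCMV at MOI 1 PFU/cell, compounds at two doses. Luciferase measured 72 h post infection; normalized to buffer-only basal and Salinomycin (10uM) controls.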
TbPYK inhibitor – qHTS of Trypanosoma Brucei Inhibitors; pyruvate kinase (Trypanosoma brucei), Q57TT1; Potency, µM (top dose mostly 76.8 µM), without a hit: top-dose activity, negative = inhibition, most hits filed as inhibitors; TbPYK enzyme, Kinase-Glo Plus ATP luminescence, 45 min; actives 0.12% (n = 410,000); note: potency is the fitted concentration of half-maximal effect; nearly all actives have a fitted effect of over 50% in size
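In this concentration-response screen, enzyme-free wells defined baseline while DMSO plates tracked drift. Each reaction combined TbPYK, substrate, compound and 130 uM ADP for 45 min at room temperature. Kinase-Glo Plus luminescence gave the signal.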
The depositor's hits bear a star; ? = inconclusive; · = not tested or not shown; & = joins results of further samples; [ ] = remark or other dose. Unless noted, calls come from the whole dose curve; as a rule, active = well fitted curve in the direction sought with a large enough effect; inconclusive = small, poorly fitted or top-dose-only effect, or another doubt; inactive = no such curve, though single readings can be large; an effect the other way counts as inactive or inconclusive. Unless noted, % is set by controls: 0 for no effect and ±100 for the full control effect. An unsorted share of the library. About 7.4% of those tested had a hit in this group.

SMILES	Sm TGR inh	AmpC no deterg	AmpC inh detg	LmPK inhibitor	AMA1-RON2 inh	HCMV inh	TbPYK inhibitor
CCOc1cc(C2C(C(=O)N3CCCCC3)=C(C)NC3=C2C(=O)CCC3)cc(Br)c1O (stereo not given)	25µM*	4%	-1%	2%	-7%	·	-9%
CCOc1ccccc1NC(=O)CN(C)S(=O)(=O)c1cccc2nsnc12	2%	-11%	?	-3%	0%	-8	-21%
NC1(C#Cc2ccc3oc(=O)c(-n4cc(C5(O)CCCCC5)nn4)cc3c2)CCCCC1	·	-12%	·	·	-5%	-3	-4%
CC(C)C(=O)Nc1ccc(S(=O)(=O)Nc2ccccn2)cc1	3%	-2%	-1%	-5%	-1%	1	1%
CC(C)Cn1c(N)c(C(=O)COC(=O)c2ccc(O)cc2O)c(=O)n(C)c1=O	-3%	?	-13%	·	-10%	-24	2%
O=C1Nc2ccc(S(=O)(=O)NCC3CCCO3)c3cccc1c23 (stereo not given)	2%	-15%	3%	-5%	0%	54	-6%
O=C(C1CCN(S(=O)(=O)c2ccccc2)CC1)N1CCN(Cc2ccccc2)CC1	0%	125%[activator]	5%	0%	-3%	-14	2%
Cc1cc(C(=O)c2ccccc2)cc(C)c1O	·	·	·	·	17%	55	7%
Cc1ccsc1C(C(=O)NC1CCCCC1)N(C(=O)Cc1cccs1)C1CC1 (stereo not given)	3%	-16%	-1%	-1%	-8%	·	0%
COc1ccc(-c2csc(NC(=O)c3c(OC)cccc3OC)n2)cc1	5%	15%	-1%	1%	-14%	-16	-3%
Cc1ccc(-c2nn(-c3ccccc3)cc2C=O)o1	13µM*	-8%	-5%	-1%	-12%	21	-6%
Fc1ccc(C(c2nnnn2Cc2cccs2)N2CCN(C3CCCCC3)CC2)cc1 (stereo not given)	-15%	42%	?	5%	0%	40	-1%
COc1ccc(-c2nc(N)n[nH]2)cc1	2%	-20%	?	-9%	5%	24	3%
Cc1nc2ccc(NC(=O)C3CCCCC3)cc2s1	-1%	-1%	?	·	12%	2	5%
COc1cc(OC)c(OC)cc1/C=N/NC(=O)C[n+]1ccccc1	-1%	-19%	-20%	1%	3%[2.32 µM]	?	3%
Cc1ccc(COc2ccsc2C(=O)NN)cc1	0%	-22%	-3%	3%	9%	?	-10%
O=C(Nc1ccccc1Cl)O/N=C/c1ccncc1	·	·	·	·	-6%	-2	3%
O=C(O)c1ccc(Oc2nc3ccccc3s2)cc1	·	·	·	·	12%	50	-18%
CCOC(=O)c1cc2c(OC)ccc(OC)c2n1CC(=O)c1ccccc1	13%	-11%	0%	1%	-15%	-8	0%
O=C(NNC(=O)c1cc2ccccc2oc1=O)c1ccccc1	-3%	-15%	-5%	-10%	-1%	47	-13%
COc1ccccc1N1CCN(S(=O)(=O)c2c(C)sc3ncn(CC(=O)Nc4ccccc4F)c(=O)c23)CC1	2%	·	6%	·	·	0	-16%
O=C(CSc1nnc(-c2ccc(O)cc2)o1)c1ccc(Br)cc1	0%	·	8%	·	·	5	0%
Cc1nn(CCCC(=O)NCc2ccccc2)c(=O)c2c1sc1ccccc12	-13%	·	7%	·	·	-33	2%
O=C(NNC(=O)C1CCN(S(=O)(=O)c2ccc(Cl)cc2)CC1)c1ccc(Cl)cc1	-7%	-14%	0%	-3%	10%	-7	0%
Cc1ccsc1C(=O)C1CCCN(Cc2sc(N(C)C)nc2Cl)C1 (stereo not given)	0%	87%[activator]	1%	5%	-12%	-35	3%
(next part)
SMILES	Sm TGR inh	AmpC no deterg	AmpC inh detg	LmPK inhibitor	AMA1-RON2 inh	HCMV inh	TbPYK inhibitor
Cn1ccc2c(OCC(=O)NCc3ccccc3)cccc2c1=O	1%	·	-3%	·	·	18	1%
C[C@@H]1CN([C@H](C)CO)C(=O)CCCn2nncc2CO[C@H]1CN(C)C(=O)NC1CCCCC1	·	·	·	·	8%	-17	-6%
CCOC(=O)CC(NS(=O)(=O)c1ccc(NC(C)=O)cc1)c1ccc(OCC)cc1 (stereo not given)	1%	-22%	0%	-4%	-7%	-23	4%
COc1ccc(OC)c(-c2csc(NC(=O)COC(=O)c3ccc(NC(=O)CC#N)cc3)n2)c1	-3%	25µM*	?	·	23%	·	-3%
CSCCC(C)N1CCC(Oc2ccc(C(=O)N3CCCC3)cc2)CC1 (stereo not given)	-28%	11%	3%	-8%	-2%	2	-3%
CN(Cc1ccccc1)c1ccc2cc(S(=O)(=O)N3CCCCC3)ccc2n1	5%	·	2%	·	·	3	0%
Cc1ccccc1C1C(C#N)=C2NC(=O)c3c(sc4c3CCCCC4)N2C2=C1C(=O)CC(C)(C)C2 (stereo not given)	0%	-39%	-14%	0%	·	·	·
Cc1ccc(S(=O)(=O)CCC(=O)N(Cc2nnc(-c3ccc(Cl)cc3)o2)C2CC2)cc1	-22%	110%[activator]	-15%	·	26%	-19	0%
CCC(CNC(=O)c1c(C)nn(-c2ccccc2)c1Cl)c1ccccc1 (stereo not given)	7%	54%	7%	-1%	-25%	-17	-11%
CCCn1c(N)c(N(CCOC)C(=O)C2CCCC2)c(=O)[nH]c1=O	1%	-18%	9%	·	4%	11	3%
OC(c1ccco1)c1nc(-c2ccc(F)c(Cl)c2)cs1 (stereo not given)	·	·	·	·	-14%	-65*	-7%
Cc1ccc(NS(=O)(=O)c2ccc(C)c(C(=O)N3CCN(C)CC3)c2)cc1	0%	-9%	-1%	-5%	-9%	-4	3%
CC(=O)N1CCN(c2ccc(Oc3nc(-c4ccccc4)nc4ccccc34)cc2)CC1	·	·	·	·	2%	7	0%
Cc1cc(C)n(-c2nc3ccccc3nc2Nc2cc(C(=O)O)ccc2C)n1	7%	·	9%	·	·	9	-3%
O=[N+]([O-])c1cc(NCCO)c(N2CCCCCC2)c2nonc12	?	41%	-18%	1%	4%	2	-8%
CC(=O)c1ccc(Oc2ccc(C(C)=O)cc2)cc1	6%	-3%	-2%	6%	22%	95	-6%
COC(=O)c1ccc(COc2ccccc2/C=C(\C#N)C(=O)Nc2ccc(C)cc2C)cc1	7%	-9%	-2%	3%	-10%	-28	0%
O=C(Cc1cccs1)NC1CC(=O)N(c2cccc(F)c2)C1 (stereo not given)	13%	·	-1%	·	·	18	-12%
CN(Cc1ccccc1)c1ccc(-c2nc(-c3ccco3)no2)cc1[N+](=O)[O-]	11%	·	-9%	·	·	94	-3%
Cc1nn(-c2nc(-c3ccc(F)cc3)cc(C(F)(F)F)n2)c(C)c1Br	16%	·	20%	·	·	-18	4%
Cc1c(Cl)cccc1NC(=O)CSc1ncc2c(n1)-c1ccccc1N(C)S2(=O)=O	5%	·	0%	·	·	-31	-2%
O=C(NCc1ccco1)C12CC3CC(CC(C3)C1)C2	-8%	-20%	-3%	3%	3%	-1	1%
CC(C)c1ccc2oc(-c3cc(NC(=O)c4cccs4)ccc3Cl)nc2c1	0%	·	3%	·	·	-19	4%
Cc1ccc(NC(=O)COc2coc(CN3CCc4ccccc43)cc2=O)c(C)c1	-1%	0%	?	·	-15%	10	-2%
OC(c1ccc(F)cc1)c1ncc(-c2cccc(C(F)(F)F)c2)[nH]1 (stereo not given)	·	·	·	·	-6%	-27	-8%
(next part)
SMILES	Sm TGR inh	AmpC no deterg	AmpC inh detg	LmPK inhibitor	AMA1-RON2 inh	HCMV inh	TbPYK inhibitor
COc1cccc(NC(=O)CSc2c3c(nc4ccccc24)CCCC3)c1	-24%&-7%	-28%	?	1%	-1%	9&24	1%&-2%
CC(C)c1ccc(CC(=O)N2CCC2(C)C(=O)Nc2ccccc2)cc1 (stereo not given)	·	·	·	·	-3%	-22	0%
Cc1ccc(C(C(=O)NCC2CCCO2)N(C(=O)c2snc(C(N)=O)c2N)c2ccc(F)cc2)o1 (stereo not given)	10%	96%[activator]	-8%	0%	-3%	-75*	0%
CCCCNC(=O)/C(C#N)=C/c1ccc(C(=O)OC)cc1	2%	-5%	4%	1%	6%	·	-1%
CN(Cc1ccc(OCC(O)CN(C)Cc2ccccc2)cc1)Cc1nccn1C (stereo not given)	-8%	-1%	-7%	-3%	58%[activator]	0	10%
COc1ccccc1N1CCN(CC(=O)NCc2ccc(Cl)cc2)CC1	?	157%[activator]	3%	0%	8%	6	2%
COc1ccc(-c2cc(C(=O)N/N=C/c3cc(OC)c(OC)cc3OC)c3ccccc3n2)cc1	·	·	·	·	-1%	-11	0%
O=C(CCC(=O)N1CC2CCCN2c2ccccc21)NCc1ccccc1F (stereo not given)	4%	·	21%	·	·	14	-2%
Cc1cc(C)n2nc(C(=O)NCc3ccco3)cc2n1	-19%	-21%	-12%	1%	-5%	-34	-5%
COC(=O)c1cc(COC(=O)CNC(=O)c2cccc(C)c2)oc1C	-9%	-12%	-13%	·	7%	0	-2%
O=C(CCC(=O)Nc1ccccc1)N/N=C/c1ccco1	?	-12%	-8%	2%	2%	-9	-5%
Cc1ccc(NC(=O)CN2C(=O)S/C(=C\C(=O)Nc3ccc(Cl)cc3)C2=O)cc1	-3%	-15%	3%	0%	15%	-21	-6%
Cn1c(SCC(=O)N2CCOCC2)nc2sc3c(c2c1=O)CCCC3	-2%	-18%	0%	-2%	-5%	-30	18%
CC(=O)c1ccc(NC(=O)CN2CCC(C(=O)c3ccc4c(c3)OCCO4)CC2)cc1	0%	-5%	1%	-1%	3%	13	2%
CC(C)CC1C(=O)N(Cc2cn(CCC3OCCO3)nn2)CCS(=O)(=O)N1Cc1ccc(-c2ccc(Cl)c(Cl)c2)cc1 (stereo not given)	·	·	·	·	-12%	-30	-6%

An excerpt from above in order of length of the SMILES, ascending:
SMILES	Sm TGR inh	AmpC no deterg	AmpC inh detg	LmPK inhibitor	AMA1-RON2 inh	HCMV inh	TbPYK inhibitor
O=C(CCC(=O)Nc1ccccc1)N/N=C/c1ccco1	?	-12%	-8%	2%	2%	-9	-5%
CCC(CNC(=O)c1c(C)nn(-c2ccccc2)c1Cl)c1ccccc1 (stereo not given)	7%	54%	7%	-1%	-25%	-17	-11%
COC(=O)c1ccc(COc2ccccc2/C=C(\C#N)C(=O)Nc2ccc(C)cc2C)cc1	7%	-9%	-2%	3%	-10%	-28	0%
Cc1ccc(C(C(=O)NCC2CCCO2)N(C(=O)c2snc(C(N)=O)c2N)c2ccc(F)cc2)o1 (stereo not given)	10%	96%[activator]	-8%	0%	-3%	-75*	0%
